High-throughput results: PubChem BioAssay, Broad Institute
esBAF inh: Bmi1 luciferase reporter increase in mESCs, primary screen, esBAF inhibitor project, mouse ES cells, Bmi1 luciferase knock-in, single point | 24 h; 100% = twice the neutral-well signal | reporter increase, % at 12.5 µM | 350,000 tested, 2% active | AID 602393, 2012; in the data active = activation above about 40%; inconclusive = no clear call, values can overlap the other calls;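 note: 0% = median of the plate's neutral control wells and 100% = double that signal; a rise in the Bmi1 reporter signal indicates esBAF inhibition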
RAD54 branch: inhibitors of human RAD54 branch migration, primary screen, biochemical, fluorescence, single point. DNA repair and recombination protein RAD54-like (Homo sapiens), Q92698. RAD54 Holliday junction branch migration, FAM/BHQ fluorescence. inhibition, % at 10.4 µM. 360,000 tested, 0.14% active. AID 602329, 2012;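 active = mean normalized replicate activity at least 40 and at least half of replicates scoring 40 or more; inconclusive = only one of the two criteria met; inactive = mean below 40 and under half of replicates reaching 40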;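 note: 0% = median of neutral control wells and 100% = median of positive control wells; inhibitors cause a drop in the FAM fluorescence signal; in these data hits start at about 50%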
Target sequence (Q92698 whole entry, looked up): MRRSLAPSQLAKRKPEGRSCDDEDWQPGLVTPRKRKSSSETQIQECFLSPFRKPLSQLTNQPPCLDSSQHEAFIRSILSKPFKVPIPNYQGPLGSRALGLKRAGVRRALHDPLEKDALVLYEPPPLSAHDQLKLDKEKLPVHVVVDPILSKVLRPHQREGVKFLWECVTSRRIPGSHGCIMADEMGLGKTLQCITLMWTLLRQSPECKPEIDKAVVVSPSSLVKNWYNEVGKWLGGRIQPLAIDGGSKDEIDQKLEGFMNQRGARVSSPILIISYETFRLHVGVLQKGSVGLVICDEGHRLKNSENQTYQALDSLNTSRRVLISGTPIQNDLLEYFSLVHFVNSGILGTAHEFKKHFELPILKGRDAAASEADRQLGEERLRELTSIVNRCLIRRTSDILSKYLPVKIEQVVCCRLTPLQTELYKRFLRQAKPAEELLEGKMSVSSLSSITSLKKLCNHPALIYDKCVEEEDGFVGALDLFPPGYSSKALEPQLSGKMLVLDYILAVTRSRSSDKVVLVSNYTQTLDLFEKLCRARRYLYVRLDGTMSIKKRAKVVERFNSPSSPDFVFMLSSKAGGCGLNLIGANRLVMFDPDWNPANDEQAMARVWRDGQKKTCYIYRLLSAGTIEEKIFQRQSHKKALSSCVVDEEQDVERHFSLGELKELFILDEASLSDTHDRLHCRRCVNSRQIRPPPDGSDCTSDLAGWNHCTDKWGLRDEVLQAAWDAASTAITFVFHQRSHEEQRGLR
An asterisk follows results filed as active; ? = inconclusive. A portion of the library, so the mix of outcomes need not match the whole.

[1] Cc1c(Cl)ccc2c1NC(=O)C21NC(CCC(N)=O)[C@H]2C(=O)N(c3ccc(Cl)cc3)C(=O)[C@H]21 (some centres undefined)
[2] O=C(c1cn(-c2ccccc2)nc1-c1ccncc1)N1CCCCC1
[3] COc1ccc(C(=O)Nc2nc(C)c(C(=O)N(C)C)s2)cc1OC
[4] CCOC(=O)Cc1[nH]nc2c1C(C1C=CCCC1)C(C#N)=C(N)O2 (centres undefined)
[5] C=CC(=O)Nc1cccc(Nc2nc(N[C@H]3CC[C@H](N(C)C)CC3)nc3c2ncn3C(C)C)c1
[6] O=C1CC(c2cccc(F)c2)C2=C(CCCC2=O)N1 (centres undefined)

Assay by compound	1	2	3	4	5	6
esBAF inh	-15.3	8.5	38.9	4.4	-78.3	-13.9
RAD54 branch	-6.4	4.7	5.8	-5.8	24.0	-1.1

[7] O=C(CSc1nnc(COc2cccc3cccnc23)o1)N1CCN(C(=O)c2ccco2)CC1
[8] CCCOc1ccc(C(=O)c2nc3c(n2O)CCCCC3)cc1
[9] Cc1cccc(N2CCN(CC(=O)Nc3ccccc3[N+](=O)[O-])CC2)c1C
[10] Cc1cnc(C(=O)Nc2ccc(N3CCN(C(=O)OC(C)(C)C)CC3)cc2)cn1
[11] O=C(C1CC1c1ccccc1)N1CCN(c2cccc(Cl)c2)CC1 (centres undefined)
[12] O=C(c1coc(=O)c2ccccc12)N1CCN(Cc2ccccc2)CC1

Assay by compound	7	8	9	10	11	12
esBAF inh	2.0	3.1	-7.1	-13.0	2.3	-1.1
RAD54 branch	-0.9	-13.0	3.1	0.7	-7.6	-9.6

[13] CSC1=NCCN1C(=O)c1c(F)cccc1Cl
[14] COCC(C)Nc1ncnc2c1cnn2-c1ccc(Cl)cc1 (centres undefined)
[15] COC(=O)c1ccccc1NC(=O)C1COc2ccccc2O1 (centres undefined)
[16] CCOC(=O)CSc1nc2c(sc(=S)n2Cc2ccco2)c(=O)n1-c1ccccc1
[17] N#C/C(=C\c1ccccc1)c1n[nH]c(Cn2cncn2)n1
[18] CO/C=C/C#CC1(O)CCN(C)CC1

Assay by compound	13	14	15	16	17	18
esBAF inh	-0.5	0.0	8.2	-12.0	-5.6	3.4
RAD54 branch	-5.6	-2.0	-2.3	9.3	3.6	-1.5

[19] c1ccc(CNn2nnnc2-c2ccccc2)cc1
[20] COc1cccc(NC(=O)CN(C)C(=O)c2cccnc2Nc2cccc(C(F)(F)F)c2)c1
[21] CCOC(=O)Nc1nnc(-c2ccccc2OC)s1
[22] CNC(=O)NC(=O)CSc1nc2ccccc2n1CCOC
[23] COC(=O)Nc1c(-c2ccccc2)nc2ccccn12
[24] CCOC(=O)c1c(NC(=O)COC)sc2c1CCCC2

Assay by compound	19	20	21	22	23	24
esBAF inh	-7.0	-0.3	11.3	-2.4	2.9	-3.3
RAD54 branch	-9.2	3.2	10.3	-2.8	2.2	-9.6

Some of the entries so far, with bars between the fields.
nr | Structure | esBAF inh | RAD54 branch
4 | CCOC(=O)Cc1[nH]nc2c1C(C1C=CCCC1)C(C#N)=C(N)O2 (centres undefined) | 4.4 | -5.8
5 | C=CC(=O)Nc1cccc(Nc2nc(N[C@H]3CC[C@H](N(C)C)CC3)nc3c2ncn3C(C)C)c1 | -78.3 | 24.0
6 | O=C1CC(c2cccc(F)c2)C2=C(CCCC2=O)N1 (centres undefined) | -13.9 | -1.1
7 | O=C(CSc1nnc(COc2cccc3cccnc23)o1)N1CCN(C(=O)c2ccco2)CC1 | 2.0 | -0.9
8 | CCCOc1ccc(C(=O)c2nc3c(n2O)CCCCC3)cc1 | 3.1 | -13.0
9 | Cc1cccc(N2CCN(CC(=O)Nc3ccccc3[N+](=O)[O-])CC2)c1C | -7.1 | 3.1
10 | Cc1cnc(C(=O)Nc2ccc(N3CCN(C(=O)OC(C)(C)C)CC3)cc2)cn1 | -13.0 | 0.7
11 | O=C(C1CC1c1ccccc1)N1CCN(c2cccc(Cl)c2)CC1 (centres undefined) | 2.3 | -7.6
12 | O=C(c1coc(=O)c2ccccc12)N1CCN(Cc2ccccc2)CC1 | -1.1 | -9.6
13 | CSC1=NCCN1C(=O)c1c(F)cccc1Cl | -0.5 | -5.6
14 | COCC(C)Nc1ncnc2c1cnn2-c1ccc(Cl)cc1 (centres undefined) | 0.0 | -2.0
15 | COC(=O)c1ccccc1NC(=O)C1COc2ccccc2O1 (centres undefined) | 8.2 | -2.3
16 | CCOC(=O)CSc1nc2c(sc(=S)n2Cc2ccco2)c(=O)n1-c1ccccc1 | -12.0 | 9.3
17 | N#C/C(=C\c1ccccc1)c1n[nH]c(Cn2cncn2)n1 | -5.6 | 3.6
18 | CO/C=C/C#CC1(O)CCN(C)CC1 | 3.4 | -1.5
19 | c1ccc(CNn2nnnc2-c2ccccc2)cc1 | -7.0 | -9.2
20 | COc1cccc(NC(=O)CN(C)C(=O)c2cccnc2Nc2cccc(C(F)(F)F)c2)c1 | -0.3 | 3.2
21 | CCOC(=O)Nc1nnc(-c2ccccc2OC)s1 | 11.3 | 10.3

(cont.)
[25] CCOc1ccc(-c2nc(CSc3nnc(N)s3)cs2)cc1OC
[26] O=C(CSCc1ccccc1)Nc1nccs1
[27] O=C(OCCN1CCCCC1)c1ccc(Cl)cc1
[28] COC(=O)c1ccccc1NC(=O)CSc1n[nH]c(CC(C)C)n1
[29] O=C(NCCN1CCOCC1)c1cc2n(n1)C(C(F)(F)F)CC(c1ccc(F)cc1)N2 (centres undefined)
[30] Clc1ccc(CN(CC2CCCO2)C(c2cccs2)c2nnnn2C2CCCC2)cc1 (centres undefined)

Assay by compound	25	26	27	28	29	30
esBAF inh	47.5*	4.4	-6.7	-3.1	3.1	-1.4
RAD54 branch	-14.1	-11.8	2.2	5.1	-11.7	-2.7

[31] CCOC(=O)C1=C(C)NC2=C(C(=O)C(C(=O)OCC)C(c3cccc(OC)c3)C2)C1c1ccccn1 (centres undefined)
[32] Cc1ccsc1C1CC(=O)NC2=C1C(=O)CC(C)(C)C2 (centres undefined)
[33] O=C(Cc1coc2ccc3ccccc3c12)Nc1nnc(C2CC2)s1
[34] COCCn1c(N2CCN(c3ccc(OC)cc3)CC2)nc2c1c(=O)[nH]c(=O)n2C
[35] Cc1c(NC(=O)c2ccccc2N(C)S(=O)(=O)c2ccccc2)c(=O)n(-c2ccccc2)n1C
[36] Cc1ccc(NC(=O)Cn2cnc3c(cnn3C(C)(C)C)c2=O)cc1

Assay by compound	31	32	33	34	35	36
esBAF inh	-6.5	3.1	-10.0	-11.4	-2.5	1.5
RAD54 branch	0.0	-5.4	4.0	-3.3	2.1	3.6

[37] CCOC(=O)N1CCN(C(=O)Nc2ccc3nc(-c4ccccn4)c(-c4ccccn4)nc3c2)CC1
[38] COc1ccc(CNC(=O)CN(CC2CCCO2)C(=O)CNS(=O)(=O)c2ccccc2)cc1 (centres undefined)
[39] COc1ccccc1CC(=O)N1CCN(c2ccccn2)CC1
[40] COC(=O)CSc1nnc(-c2cnccn2)n1C
[41] COC(=O)C1CSC(C(=O)OC)N1C(=O)Nc1ccc(Cl)cc1 (centres undefined)
[42] COc1ccc(-c2csc(Nc3ncccc3C)n2)cc1

Assay by compound	37	38	39	40	41	42
esBAF inh	-5.4	7.3	-1.2	-6.4	8.7	-8.5
RAD54 branch	7.1	-6.0	5.2	-14.3	7.0	-3.4

[43] Cc1nc2ccc(-c3nc4ccccc4o3)cc2[nH]1
[44] O=C(c1ccc(O)cc1)c1ccc(C(=O)c2ccc(O)cc2)cc1
[45] Cc1ccccc1CNC(=O)c1ccc(CSCc2ccccc2)cc1
[46] COC(=O)CSc1nnc(CNc2nc(-c3ccccc3)cs2)n1C
[47] O=C(Nc1ccc(F)c(F)c1)c1ccc2c(c1)OCO2
[48] COc1ccc(C2/C(=C(/O)c3ccc(F)cc3)C(=O)C(=O)N2CCCN2CCOCC2)cc1OC (centres undefined)

Assay by compound	43	44	45	46	47	48
esBAF inh	-0.9	5.6	1.5	1.4	58.1*	-0.3
RAD54 branch	-5.3	3.5	11.4	7.8	-1.8	4.7

[49] O=C1CC(c2ccc(Cl)cc2)CC(O)=C1C=NCc1ccc(Cl)c(Cl)c1 (centres undefined)
[50] COc1ccc(CCN2C(=O)C3C4C=CC(C4)C3C2=O)cc1OC (centres undefined)
[51] CC(=O)c1cc(C#N)c(Oc2ccc(Cl)cc2Cl)nc1C
[52] O=C(CN(Cc1ccco1)C(=O)CCC(=O)Nc1ccccn1)NCCc1ccccc1
[53] O=C(Nc1ccc(Br)cc1)N1CCCCCCC1
[54] CCN(CC)c1ccc(NC(=O)Nc2cccc3ccccc23)cc1

Assay by compound	49	50	51	52	53	54
esBAF inh	-0.2	4.1	14.1	-9.4	39.1	30.3
RAD54 branch	0.9	6.4	6.6	1.6	1.8	-0.1

[55] CCn1c(SCC(=O)Nc2ccccc2F)nc2c(c1=O)SC(C)C2 (centres undefined)
[56] O=C(Nc1cc(Cl)ccn1)C1CCN(S(=O)(=O)c2cccs2)CC1
[57] CCOc1[nH]n(-c2ccc(Cl)cc2)c(=O)c1C=Nc1ccc(Cl)cc1
[58] O=C(Cc1n[nH]c(=O)c2ccccc12)OCC(=O)c1ccc2c(c1)OCCO2
[59] COc1cccc(C2C(C#N)=C(N)Oc3cc(C)n(Cc4ccccn4)c(=O)c32)c1OC (centres undefined)
[60] Cc1c(C)n(C)c2ccc(C(=O)Nc3cccc4ccccc34)cc12

Assay by compound	55	56	57	58	59	60
esBAF inh	3.6	8.2	2.0	-14.5	-2.9	0.9
RAD54 branch	1.7	-8.2	-21.4	-3.5	-9.2	3.8

[61] O=C(CSc1nc2ccccc2[nH]1)NCCCn1ccnc1
[62] COc1ccc(-c2nnn(CC(=O)OC3CCCCC3)n2)cc1OC
[63] CC(C)c1[nH]nc2c1C(c1cccnc1)C(C#N)=C(N)O2 (centres undefined)
[64] CCc1cc2c(=O)n(C(C)C(=O)OC3CCCCC3)cnc2s1 (centres undefined)
[65] c1ccc(Cc2nnc3n2CCCCC3)cc1
[66] Cc1ccccc1C(=O)N1CCN(c2ccc([N+](=O)[O-])c(NCc3ccco3)c2)CC1

Assay by compound	61	62	63	64	65	66
esBAF inh	-2.6	-8.8	-0.2	?	-2.6	-4.7
RAD54 branch	2.1	-6.1	-3.5	5.5	-1.6	-1.0

[67] CC(C)n1c(-c2ccco2)csc1=Nc1cccnc1
[68] Cc1nccn1CC(O)COC1CCCCC1 (centres undefined)
[69] N#C/C(=C(\O)Cc1ccccc1)c1nc2ccccc2[nH]1
[70] Cc1ccc(S(=O)(=O)NCc2ccncc2)cc1
[71] COc1cc(OC)cc(C(=O)NCc2cccnc2)c1
[72] CC1CN(C(=O)COc2ncnc3ccccc23)CC(C)O1 (centres undefined)
[73] Cc1ccc(C(=O)c2coc3ccc(O)c(Cl)c23)cc1
[74] COc1cccc(-c2nc(-c3ccc(NC(=O)c4ccncc4)cc3)no2)c1

Assay by compound	67	68	69	70	71	72	73	74
esBAF inh	-37.3	-5.3	7.4	-10.1	-9.0	-1.4	67.6*	20.4
RAD54 branch	-0.9	-17.5	-2.7	-5.5	-1.1	-2.7	9.2	4.5
